Screening results: PubChem BioAssay, Sanford-Burnham Center for Chemical Genomics
APOBEC3A inh: inhibitors of human APOBEC3A DNA deaminase; P31941; recombinant A3A, FAM/TAMRA ssDNA deamination fluorescence; inhibition, % at 20 µM; 330,000 compounds, 0.41% hits;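 active = at least 40% inhibition at 20 µM here, with at most 30% in a related deaminase screen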;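 also: plate controls were A3A with DMSO for no effect and wells lacking A3A enzyme for full effect; some results filed as inactive read as strong as hits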
Target sequence (P31941 whole entry, looked up): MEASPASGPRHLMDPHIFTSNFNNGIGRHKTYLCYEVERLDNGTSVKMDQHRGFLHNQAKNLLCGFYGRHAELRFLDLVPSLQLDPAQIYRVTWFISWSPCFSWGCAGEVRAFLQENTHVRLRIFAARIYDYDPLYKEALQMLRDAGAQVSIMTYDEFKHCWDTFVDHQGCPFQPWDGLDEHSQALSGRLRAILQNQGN
SENP1 inh: SENP1 (human) catalytic domain inhibition. Q9P0U3. recombinant SENP1 catalytic domain, CyPet-SUMO1-YPet FRET cleavage. inhibition, % at 10 µM. 360,000 compounds, 0.21% hits. AID 624204;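 active = inhibition at least 30% at 10 µM, raw YFP signal under a set limit, fluorescence ratio 0.5 to 1.5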;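 also: 0% = enzyme with DMSO and 100% = no enzyme wells; some results filed as inactive read as strong as hits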
Target sequence (Q9P0U3 419-644 limits assumed): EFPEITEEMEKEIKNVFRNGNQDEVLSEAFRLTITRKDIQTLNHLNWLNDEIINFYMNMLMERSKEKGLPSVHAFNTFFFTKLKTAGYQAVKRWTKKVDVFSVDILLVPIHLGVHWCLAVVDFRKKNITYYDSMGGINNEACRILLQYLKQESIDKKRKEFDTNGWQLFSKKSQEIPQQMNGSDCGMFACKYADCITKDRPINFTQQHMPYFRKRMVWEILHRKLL
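Material: hSENP1 catalytic domain, recombinant; medium: Tris pH 8 with BME, BSA, NP40 and catalase; compound: single concentration of 10 µM compound, 0.5% DMSO final; technique: FRET read of cyan and yellow fluorescence; timing: 50 min enzyme reaction, room temperature, light-protected; reagent: SFCypet-SUMO1-SFYpet substrate at 25 nM; control set: no-enzyme low, enzyme-DMSO high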
mIAP inh: mouse IAP inhibition; purified mouse IAP, CDP-Star luminescence, 30 min; inhibition, % at 10 µM; 330,000 compounds, 0.2% hits;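 active = inhibition of at least 40% at 10 µM in the primary screen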;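 also: plate controls were DMSO with enzyme for no effect and no enzyme wells for full effect; values of inactives mirror those of a sister screen read the other way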
hIAP activ: increases human intestinal alkaline phosphatase activity; P09923; purified human IAP, CDP-Star luminescence, 30 min; stronger effect = higher value; 1 = vehicle-only enzyme, 0 = enzyme-free background; activation factor at 10 µM; 330,000 compounds, 0.16% hits; AID 2524;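 active = activation factor of the enzyme at least 2-fold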; also: the source names both 10 and 20 µM as test concentration; values of inactives mirror those of a sister screen read the other way
beta cell repl: inducers of beta-cell replication in MIN6 cells | MIN6 cells proliferation, ATPlite luminescence, 48 h; cells starved in 0.2% serum; 100% = growth in 10% serum | proliferation, % at 10 µM | 330,000 compounds, 0.29% hits;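 active = compounds whose signal lies at least 3.5 SD above the mean of all wells on their plate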;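 also: 0% = DMSO-treated cells in low-serum medium and 100% = 10% serum control; some compounds called inactive have numbers as strong as hits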
mIAP act: increases mouse intestinal alkaline phosphatase activity | muIAP, CDP-Star luminescence, 30 min; stronger effect = higher value; 1 = vehicle-only enzyme signal, 0 = enzyme-free wells | activation factor at 10 µM | 330,000 compounds, 0.24% hits | AID 2805;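 active = activation factor of at least 2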; also: the source names both 10 and 20 µM as test concentration; values of inactives mirror those of a sister screen read the other way
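System: mouse IAP enzyme. Reagent: CDP-Star chemiluminescent phosphatase substrate. Benchmarks: DMSO wells, no-enzyme wells. Times: 30 min enzyme-substrate-compound incubation at room temperature. Detection: luminescence from enzymatic CDP-Star hydrolysis. Doses: test compounds delivered from DMSO solution.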
hIAP block: human IAP inhibition; 330,000 compounds, 0.12% hits; purified IAP, CDP-Star luminescence, 30 min; P09923; inhibition, % at 10 µM;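 active = inhibition reaching a set limit with compound at 10 µM in the primary screen, cut at about 35% in these data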;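 also: plate controls were DMSO wells with enzyme for no effect and no-enzyme buffer wells for full effect; values of inactives mirror those of a sister screen read the other way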
NLRP3 yeast inh: blocks the NALP3 inflammasome reconstituted in yeast; inhibition, % at 10 µM; 330,000 compounds, 0.39% hits; Yeast reconstituted NLRP3/ASC/caspase-1, beta-gal luminescence, 24 h; AID 2825;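 active = inhibition of 50% or more; inactive = inhibition below 50%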;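 also: plate controls were induced DMSO wells for no effect and uninduced yeast grown without galactose for full effect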
APOBEC3G inh: APOBEC3G (human) deaminase inhibition; recombinant A3G, ssDNA deamination FAM/TAMRA fluorescence; inhibition, % at 20 µM; 330,000 compounds, 0.28% hits; AID 493012;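 active = inhibition of at least 40% at 20 µM, with no more than 30% in the related APOBEC3A deaminase screen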;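 also: plate controls were DMSO wells with A3G for no effect and wells lacking A3G enzyme for full effect; some compounds called inactive have numbers as strong as hits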
Target sequence (Q9HC16 whole entry, looked up): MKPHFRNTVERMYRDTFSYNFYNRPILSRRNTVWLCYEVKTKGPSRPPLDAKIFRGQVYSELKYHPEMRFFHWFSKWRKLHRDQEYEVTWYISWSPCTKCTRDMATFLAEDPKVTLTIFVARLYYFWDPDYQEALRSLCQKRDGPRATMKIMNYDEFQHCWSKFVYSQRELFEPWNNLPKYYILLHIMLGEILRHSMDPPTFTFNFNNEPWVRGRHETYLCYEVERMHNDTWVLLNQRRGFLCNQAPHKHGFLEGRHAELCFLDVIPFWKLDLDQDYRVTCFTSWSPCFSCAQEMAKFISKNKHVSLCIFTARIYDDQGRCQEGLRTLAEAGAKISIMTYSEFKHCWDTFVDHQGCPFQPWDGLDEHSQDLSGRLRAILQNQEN
The depositor's hits bear a star; nt = no result given.

SMILES	APOBEC3A inh	SENP1 inh	mIAP inh	hIAP activ	beta cell repl	mIAP act	hIAP block	NLRP3 yeast inh	APOBEC3G inh
Cc1ccc(S(=O)(=O)N2CCOCC2)cc1C(=O)Nc1ccc(-c2cn3ccsc3n2)cc1	5	2	14	0.94	-1	0.86	6	3	1
COc1ccc(CNC(=O)C2CCC(CNC(=O)[C@@H]3Cc4ccccc4CN3)CC2)cc1 (some centres not stated)	-3	2	-8	1.2	1	1.1	-21	4	-4
CCNC(=S)/N=C(\N)Nc1nc(C)c2cc(C)ccc2n1	-6	-12	-6	1.1	-5	1.1	-11	12	-10
O=C(Oc1ccc(F)cc1C(=O)/C=C/c1cccs1)c1cccc([N+](=O)[O-])c1	-3	6	14	1.1	-3	0.86	-15	-7	-8
CCCN(CCC)CC(O)Cn1c2ccccc2c2ccccc21 (configuration not stated)	2	-1	-5	0.99	-4	1	1	20	-7
CC1CCN(S(=O)(=O)c2ccc3c(c2)oc(=O)n3CC(=O)NCc2ccc3c(c2)OCO3)CC1	-6	1	3	0.94	0	0.97	6	11	-9
Cc1ccc(OCCC(=O)Nc2ccc(S(=O)(=O)N3CCCC3)cc2)cc1	4	1	-10	0.95	2	1.1	5	8	-1
CCOC(=O)N1CCN(C(=O)c2ccc3c(=O)n4c(nc3c2)CCCCC4)CC1	-1	nt	1	1	-4	0.99	-4	3	-6
CCc1ccccc1NC(=O)CNC(=O)c1cn(Cc2ccccc2)nc1-c1cccnc1	-3	1	-3	0.9	-2	1	10	8	-6
COc1ccc(-c2nc(C)c(C(C)=O)n2O)cc1	-7	4	-3	0.82	-3	1	18	-13	-5
CN(C(=O)c1ccc(Cl)c(S(=O)(=O)N2CCOCC2)c1)c1ccccc1C(=O)O	-1	2	1	0.99	4	0.99	1	2	-1
CCN(CC)S(=O)(=O)c1cc(C(=O)Nc2cc(C)on2)c(Cl)cc1Cl	-6	2	4	1.2	0	0.96	-21	17	-5
COC(=O)c1cc(NC(=O)Nc2cc(OC)ccc2OC)cc(C(=O)OC)c1	-2	3	-5	1.2	-2	1	-19	-5	-7
CSCC[C@H](NC(=O)C(C)Oc1ccc(Cl)cc1)c1nc2ccccc2[nH]1 (some centres not stated)	-5	-3	-22	0.84	-4	1.2	16	-4	-7
CCOC(=O)Nc1cc(C(=O)OC)ccc1C	1	1	3	1.1	-5	0.97	-13	-4	-2
O=C(NNC(=S)Nc1cccc(C(F)(F)F)c1)c1cccc(Cl)c1	0	1	5	0.76	0	0.95	24	12	-4
O=C(O)c1ccccc1NC(=O)c1cc2ccccc2oc1=O	10	1	-12	0.96	-4	1.1	4	21	-6
COc1ccc(OC)c(S(=O)(=O)Nc2ccccc2O)c1	1	3	6	0.94	-3	0.94	6	22	3
CC(=O)N1CCN(c2ccc(NCc3ccccc3)cc2)CC1	-2	3	-4	1.1	-3	1	-13	28	-3
COc1ccc(NC(=O)CSc2nccn2C)c([N+](=O)[O-])c1	-1	3	-1	0.88	0	1	12	12	-5

Entries of single compounds from above. Values in the order: APOBEC3A inh, SENP1 inh, mIAP inh, hIAP activ, beta cell repl, mIAP act, hIAP block, NLRP3 yeast inh, APOBEC3G inh
Results for COC(=O)c1cc(NC(=O)Nc2cc(OC)ccc2OC)cc(C(=O)OC)c1 → -2, 3, -5, 1.2, -2, 1, -19, -5, -7
Results for CCN(CC)S(=O)(=O)c1cc(C(=O)Nc2cc(C)on2)c(Cl)cc1Cl → -6, 2, 4, 1.2, 0, 0.96, -21, 17, -5

Carrying on.
SMILES	APOBEC3A inh	SENP1 inh	mIAP inh	hIAP activ	beta cell repl	mIAP act	hIAP block	NLRP3 yeast inh	APOBEC3G inh
CN(C)NC1CC(=O)N(c2ccccc2)C1=O (configuration not stated)	-3	2	2	1.1	0	0.98	-12	11	-4
COc1ccccc1OCC(=O)Nc1ccccc1C(=O)Nc1cccc(C(=O)O)c1	-3	1	-1	0.98	-3	1	2	9	-6
Cc1ccccc1CS(=O)(=O)c1cn(CC(=O)N2CCOCC2)c2ccccc12	5	0	-6	1.1	-1	1.1	-9	2	-2
Cc1ccc(NCc2nc3ccccc3n2C)cc1C	-8	0	-5	1.2	-1	1.1	-18	27	4
CCOC(=O)N1CCN(C(=O)CSCC(=O)Nc2nc(-c3ccc4c(c3)OCO4)cs2)CC1	6	1	2	0.96	-3	0.98	4	19	2
CC(=O)c1cccc(N(CC(=O)Nc2cc(C)cc(C)c2)S(C)(=O)=O)c1	4	0	-7	0.98	-2	1.1	2	12	-3
CCOc1ccc(S(=O)(=O)NCCc2cn3ccccc3n2)cc1	-4	1	4	1.1	2	0.95	-10	10	-6
CSc1ncccc1C(=O)OCC(=O)Nc1ccc(S(=O)(=O)N2CCCC2)cc1	2	2	0	1.1	-5	1	-10	-5	5
N=c1sccn1CC(=O)Nc1ccc(Cl)cc1[N+](=O)[O-]	35	1	11	0.96	-2	0.89	4	15	9
COc1ccc(NC(=O)COn2nnc3ccc(Cl)cc32)cc1OC	1	1	-3	1.1	-2	1	-14	22	-1
CCC(C)C(=O)Nc1cc(C(=O)OC)cc(C(=O)OC)c1 (configuration not stated)	0	2	3	1.1	-2	0.97	-12	11	4
CCn1c(-c2csc3c2CCC(C)C3)n[nH]c1=S (configuration not stated)	-10	6	2	1	-1	0.98	-1	11	11
CC(C)CNC(=O)COC(=O)c1ccc2c(c1)C(=O)N(Cc1ccco1)C2=O	1	0	5	0.89	0	0.95	11	25	-8
CCc1ccc(NC(=O)CN2C(=O)CC(C)S(=O)(=O)c3ccccc32)cc1 (configuration not stated)	-5	0	3	1.3	-3	0.97	-32	12	-6
O=C(NC1CCCCCCC1)c1cc(F)c(F)cc1Cl	-1	2	1	1.1	-4	0.99	-12	-8	-6
COc1ccc2c(c1)c(C(=O)N/N=C/c1cccc(Br)c1)c(C)n2C	0	0	9	0.94	5	0.91	6	21	2
CCOc1ccc(N(CC(=O)Nc2c(C)n(C)n(-c3ccccc3)c2=O)S(=O)(=O)c2ccccc2)cc1	1	1	-7	1.1	0	1.1	-12	11	1
Cc1c(NC(=O)Nc2ccc(Cl)cc2Cl)c(=O)n(-c2ccccc2)n1C	8	3	1	1	0	0.99	-2	3	5
CC(O)CNc1nc2c(c(=O)n(C)c(=O)n2C)n1Cc1cccc(C(F)(F)F)c1 (configuration not stated)	-1	3	1	1	-5	0.99	-2	8	-1
C#CCOCCOCCOCCNc1nc(N2CCN(C(=O)[C@H](CO)n3cc([C@@H](N)C(C)C)nn3)CC2)nc(N2CCN(C(=O)[C@H](CCC(=O)O)n3cc([C@@H](N)[C@H](C)CC)nn3)CC2)n1	0	0	-1	0.93	3	1	7	-9	-1

A draw from above in order of molecular weight, low to high:
SMILES	APOBEC3A inh	SENP1 inh	mIAP inh	hIAP activ	beta cell repl	mIAP act	hIAP block	NLRP3 yeast inh	APOBEC3G inh
CN(C)NC1CC(=O)N(c2ccccc2)C1=O (configuration not stated)	-3	2	2	1.1	0	0.98	-12	11	-4
CCn1c(-c2csc3c2CCC(C)C3)n[nH]c1=S (configuration not stated)	-10	6	2	1	-1	0.98	-1	11	11
CCC(C)C(=O)Nc1cc(C(=O)OC)cc(C(=O)OC)c1 (configuration not stated)	0	2	3	1.1	-2	0.97	-12	11	4
CCOc1ccc(S(=O)(=O)NCCc2cn3ccccc3n2)cc1	-4	1	4	1.1	2	0.95	-10	10	-6
CC(=O)c1cccc(N(CC(=O)Nc2cc(C)cc(C)c2)S(C)(=O)=O)c1	4	0	-7	0.98	-2	1.1	2	12	-3
CCc1ccc(NC(=O)CN2C(=O)CC(C)S(=O)(=O)c3ccccc32)cc1 (configuration not stated)	-5	0	3	1.3	-3	0.97	-32	12	-6
Cc1c(NC(=O)Nc2ccc(Cl)cc2Cl)c(=O)n(-c2ccccc2)n1C	8	3	1	1	0	0.99	-2	3	5
COc1ccc2c(c1)c(C(=O)N/N=C/c1cccc(Br)c1)c(C)n2C	0	0	9	0.94	5	0.91	6	21	2
Cc1ccccc1CS(=O)(=O)c1cn(CC(=O)N2CCOCC2)c2ccccc12	5	0	-6	1.1	-1	1.1	-9	2	-2
CSc1ncccc1C(=O)OCC(=O)Nc1ccc(S(=O)(=O)N2CCCC2)cc1	2	2	0	1.1	-5	1	-10	-5	5
CCOc1ccc(N(CC(=O)Nc2c(C)n(C)n(-c3ccccc3)c2=O)S(=O)(=O)c2ccccc2)cc1	1	1	-7	1.1	0	1.1	-12	11	1

Following part.
SMILES	APOBEC3A inh	SENP1 inh	mIAP inh	hIAP activ	beta cell repl	mIAP act	hIAP block	NLRP3 yeast inh	APOBEC3G inh
COc1cccc(CNCC2CCCO2)c1 (configuration not stated)	-5	2	13	1.2	-2	0.87	-22	16	-5
Cc1ccc(C(=O)CSc2nnc(-c3cccs3)n2C)o1	0	1	4	1	-1	0.95	0	-2	-4
O=C(COc1ccc([N+](=O)[O-])cc1)Nc1ccc2[nH]c(=O)[nH]c2c1	-1	-4	8	1	4	0.92	-2	21	-3
CCOC(=O)N/N=C1\CC(C)CC(C)(C)C1 (configuration not stated)	-3	2	-8	1.1	-2	1.1	-10	-26	1
CCOC(=O)N1CCN(C(=O)C2CCN(S(=O)(=O)c3ccccc3)CC2)CC1	2	0	0	1.3	2	1	-32	8	-7
COC(=O)[C@@H]1C[C@@]2(O)[C@@H](O)[C@@H](O)[C@@H](O)C[C@H]2N1Cc1ccc(C)s1	2	-1	-6	1	0	1.1	0	7	1
Cc1ccc(-n2c(SCC(=O)N(C)C3CCS(=O)(=O)C3)nc3ccccc3c2=O)cc1 (configuration not stated)	-4	2	4	1	-3	0.96	-4	29	-7
Clc1ccc(CSc2cc3c(nn2)-c2ccccc2CC3)cc1Cl	3	2	-3	1.2	-2	1	-22	12	1
Cc1c(NC2=NC3(CCCCC3)Cc3ccccc32)c(=O)n(-c2ccccc2)n1C	-2	2	5	1.1	2	0.95	-6	1	-1
CCN(C(=S)NC(=O)c1ccccc1Br)C1CCCCC1	0	2	9	0.99	-4	0.91	1	18	0
COC(=O)c1c(NC(C)=O)sc(C(=O)Nc2ccccc2)c1C	6	0	4	1.1	1	0.96	-10	28	7
CCOC(=O)C(C)Sc1nc(-c2ccco2)cc(C(F)(F)F)c1C#N (configuration not stated)	-4	-19	0	0.97	-3	1	3	-2	-4
C=CCn1c(C(CC(C)C)CC(C)O)n[nH]c1=S (configuration not stated)	2	2	-10	1.1	1	1.1	-14	0	8
COc1ccc(NC(=O)CN(c2ccccc2)S(=O)(=O)N(C)C)cc1OC	24	2	6	0.8	1	0.94	20	8	12
Cc1ccc(NC(=O)CCC(=O)OC(C)C(=O)c2ccccc2)cc1 (configuration not stated)	-4	1	-1	0.94	-3	1	6	9	-8
O=C(NCc1ccc(Cl)cc1)C1CCCN1C(=O)Nc1ccccc1 (configuration not stated)	-6	1	2	1.2	3	0.98	-16	14	-8

The list is partial; the hit share may differ from the screen's.
